Screens: PubChem BioAssay, several laboratories
S1P3 antag = antagonists of human S1P3 receptor; Q99500; CHO S1P3 NFAT-BLA reporter, FRET fluorescence, antagonist mode; inhibition, % at 4.98 µM; 170,000 compounds, 0.27% hits; AID 485;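 active = inhibition above the plate cutoff, the mean inhibition of test wells on that plate plus 3 SD, cut at about 28% in these data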;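 note: cells challenged with S1P at its EC80 of 0.8 µM; blue over green emission ratio from cleaved BLA substrate after 4 h stimulation; 0% = S1P-stimulated wells and 100% = unstimulated DMSO-only wells; some compounds past the cut are filed as inactive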
Target sequence (Q99500 whole entry, looked up): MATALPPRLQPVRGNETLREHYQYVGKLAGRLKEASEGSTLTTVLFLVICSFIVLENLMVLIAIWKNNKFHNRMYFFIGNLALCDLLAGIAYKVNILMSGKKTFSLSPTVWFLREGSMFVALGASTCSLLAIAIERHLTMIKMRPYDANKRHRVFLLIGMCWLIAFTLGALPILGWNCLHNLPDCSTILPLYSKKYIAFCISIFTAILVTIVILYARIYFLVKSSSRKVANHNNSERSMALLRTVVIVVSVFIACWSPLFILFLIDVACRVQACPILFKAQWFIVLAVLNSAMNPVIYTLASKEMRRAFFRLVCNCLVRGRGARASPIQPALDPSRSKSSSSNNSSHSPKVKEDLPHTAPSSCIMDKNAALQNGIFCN
Efa HMGR inh = E. faecalis class II HMG-CoA reductase inhibition; AID 1066; purified E. faecalis HMGR, NADPH absorbance 340 nm kinetic; inhibition, % at 10 µM; 190,000 compounds, 0.41% hits;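 active = inhibition above a set limit, the median over all tested compounds plus 3 SD, cut at about 9.5% in these data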;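 note: enzyme runs in reverse so mevalonate oxidation gives rising NADPH absorbance; 0% = complete reaction with DMSO and 100% = background rate lacking mevalonate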
PMI act satM6P = activators of human phosphomannose isomerase at near-saturating mannose 6-phosphate | AID 1216 | coupled PMI enzyme assay, resazurin fluorescence, 20 min; active compounds read high; 1 = untreated enzyme, 0 = substrate-free blank | activation factor at 20 µM | P34949 | 190,000 compounds, 0.34% hits;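 active = activation factor of 2 or more at 20 µM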
Target sequence (P34949 whole entry, looked up): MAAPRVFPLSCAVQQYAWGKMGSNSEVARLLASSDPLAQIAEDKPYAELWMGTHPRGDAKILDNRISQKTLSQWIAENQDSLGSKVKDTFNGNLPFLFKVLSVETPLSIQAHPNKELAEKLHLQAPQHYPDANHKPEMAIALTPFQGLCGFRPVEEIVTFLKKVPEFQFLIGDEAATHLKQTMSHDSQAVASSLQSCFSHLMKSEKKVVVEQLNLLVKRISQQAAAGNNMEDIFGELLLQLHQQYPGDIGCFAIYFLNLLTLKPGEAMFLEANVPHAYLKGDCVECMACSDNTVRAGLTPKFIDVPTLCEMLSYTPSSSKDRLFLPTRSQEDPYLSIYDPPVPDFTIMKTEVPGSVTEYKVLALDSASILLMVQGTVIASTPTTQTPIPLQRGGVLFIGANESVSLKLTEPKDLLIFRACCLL
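Material: human phosphomannose isomerase with PGI, G6PDH, diaphorase coupling enzymes; amount: PMI at 15 ng/mL final; also added: Mannose-6-phosphate 1.0 mM (near-saturating) plus 0.22 mM NADP+; incubation: enzyme reaction with compound 20 min at room temperature; signal: resorufin fluorescence (Ex 544/Em 590 nm) from resazurin via diaphorase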
TNAP inh noacc = blocks human TNAP activity with no phosphate acceptor present; P05186; purified TNAP, CDP-star luminescence, 30 min; inhibition, % at 20 µM; 200,000 compounds, 0.26% hits;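 active = tissue-nonspecific alkaline phosphatase inhibition above about 50% at 20 µM in the single-dose screen, limit read from the data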;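 note: 0% = DMSO negative control and 100% = EDTA positive control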
Redox H2O2 prof = compounds producing H2O2 with reducing agent – biochemical, NIH compound library profiling, artefact control for MLSCN library redox annotation, primary screen; AID 878; activation, % at 10 µM; DTT-dependent redox cycling H2O2, phenol red/HRP absorbance; 100% = 100 µM peroxide control, 0% = buffer; 200,000 compounds, 0.03% hits;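 active = activation of at least 50% relative to the plate's high and low controls in the primary single-dose screen; inactive = activation below 50%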;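 note: compound incubated with DTT at 0.8 mM final as the reducing agent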
Lmaj promast = inhibitors of Leishmania major promastigote growth; Leishmania major promastigotes, resazurin fluorescence viability; inhibition, % at 10 µM; 200,000 compounds, 9% hits; in the data active = inhibition above about 50%;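 note: promastigotes grown with compound for 44 hours at 28 °C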
TNAP inh hiacc = TNAP (human) inhibition, high acceptor | P05186 | purified TNAP, CDP-star luminescence, 1 M DEA | inhibition, % at 20 µM | 200,000 compounds, 0.03% hits | AID 1135;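 active = over 50% inhibition of tissue-nonspecific alkaline phosphatase at 20 µM in the single-dose screen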;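 note: plate controls were DMSO wells for no effect and EDTA-quenched wells as full inhibition for full effect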
PMI act = increases human mannose-6-phosphate isomerase activity; 190,000 compounds, 0.005% hits; activation factor at 20 µM; purified human PMI, coupled resazurin fluorescence, 20 min; active compounds read high; 1 = vehicle control, 0 substrate-free wells; P34949;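 active = activation factor of 2 or more at 20 µM, relative to plate controls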
RAM network inh = yeast RAM network inhibition; AID 868; inhibition, % at 50 µM; S. cerevisiae dse1pr::URA3 reporter, 5-FOA growth OD615, 2 d; analog-sensitive cbk1-as2 kinase mutant strain; 190,000 compounds, 1.8% hits;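 active = inhibition above a set limit, 3 SD over mean compound inhibition, cut at about 8.4% in these data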;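 note: 0% = DMSO-only wells with no growth and 100% = 10 µM 1-NA-PP1 full growth; inhibition rescues growth on 5-FOA so higher OD means more RAM inhibition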
Hsp70 act = switches on Hsp70 transcription | 200,000 compounds, 0.04% hits | HeLa Hsp70 promoter luciferase reporter, luminescence; scaled: vehicle 0, proteasome-inhibitor control 100% | AID 1203 | activation, % at 10 µM;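 active = activation above the mean across all tested compounds plus 3 SD, cutoff set per campaign, cut at about 5.5% in these data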;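 note: 100% = MG132 at 30 µM as the positive control and 0% = DMSO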
The depositor's hits bear a star.

How did CC(=O)c1cccc(NC(=O)N2CCC(NC(=O)C34CC5CC(CC(C5)C3)C4)CC2)c1 do in these assays?
S1P3 antag: 3; Efa HMGR inh: -1; PMI act satM6P: 1.1; TNAP inh noacc: -8; Redox H2O2 prof: 0.0; Lmaj promast: 55*; TNAP inh hiacc: -4; PMI act: 1.1; RAM network inh: 0.6; Hsp70 act: 0.0

What do the screens show for `CCCCn1c(SCc2nnc(-c3ccccc3)o2)nc2c1c(=O)n(C)c(=O)n2C`?
S1P3 antag: 10; Efa HMGR inh: -1; PMI act satM6P: 0.9; TNAP inh noacc: 0; Redox H2O2 prof: -0.1; Lmaj promast: -4; TNAP inh hiacc: 1; PMI act: 0.9; RAM network inh: 0.7; Hsp70 act: -0.3

Results for COc1ccc(-c2oc(/N=C/N3CCOCC3)c(C#N)c2-c2ccc(OC)cc2)cc1 ?
Efa HMGR inh: -6; PMI act satM6P: 0.8; TNAP inh noacc: 14; Redox H2O2 prof: -0.3; Lmaj promast: 38; TNAP inh hiacc: 0; PMI act: 0.9; RAM network inh: 9.1*; Hsp70 act: 0.5

How did Cc1cccc(NC(=O)c2sc3nc(N)c(C#N)cc3c2N)c1 do in these assays?
S1P3 antag: -4; Efa HMGR inh: -10; PMI act satM6P: 1; TNAP inh noacc: 4; Redox H2O2 prof: 0.3; Lmaj promast: 7; TNAP inh hiacc: -2; PMI act: 0.9; RAM network inh: 2.8; Hsp70 act: -0.1

What do the screens show for `Oc1ccccc1/C=N/n1cnn(Cc2ccccc2Cl)c1=S`?
S1P3 antag: -2; Efa HMGR inh: 0; PMI act satM6P: 1.2; TNAP inh noacc: 12; Redox H2O2 prof: -0.3; Lmaj promast: -8; TNAP inh hiacc: -4; PMI act: 1; RAM network inh: 7.8; Hsp70 act: -0.3

How did O=C(NC1CCCC1)c1ccc(CNc2c(N3CCOCC3)c(=O)c2=O)cc1 do in these assays?
Efa HMGR inh: 0; PMI act satM6P: 1.1; TNAP inh noacc: -16; Redox H2O2 prof: -0.6; Lmaj promast: -6; TNAP inh hiacc: -4; PMI act: 1.1; RAM network inh: 0.9; Hsp70 act: -0.2

What do the screens show for `COc1ccc2oc(=O)c(C(=O)NCc3ccco3)cc2c1`?
S1P3 antag: -2; Efa HMGR inh: 0; PMI act satM6P: 1.1; TNAP inh noacc: -5; Redox H2O2 prof: -1.6; Lmaj promast: -2; TNAP inh hiacc: -1; PMI act: 1.1; RAM network inh: 1.4; Hsp70 act: 0.0

What do the screens show for `CC(=O)N(c1nc(CCl)cs1)c1ccc(C)cc1C`?
S1P3 antag: 2; Efa HMGR inh: -8; PMI act satM6P: 1; TNAP inh noacc: -8; Redox H2O2 prof: -0.1; Lmaj promast: 1; TNAP inh hiacc: -3; PMI act: 1; RAM network inh: 1.9; Hsp70 act: -0.3

What do the screens show for `N#Cc1nc(-c2ccc(OCc3ccccc3)cc2)oc1N1CCC(C(N)=O)CC1`?
S1P3 antag: -21; Efa HMGR inh: -4; PMI act satM6P: 1; TNAP inh noacc: -5; Redox H2O2 prof: 0.4; Lmaj promast: 11; TNAP inh hiacc: -3; PMI act: 0.9; RAM network inh: 8.6*; Hsp70 act: 0.4

How did O=C(CCC1COc2ccccc2O1)Nc1ncccc1O (stereo unspecified) do in these assays?
S1P3 antag: -16; Efa HMGR inh: 0; PMI act satM6P: 0.9; TNAP inh noacc: -13; Redox H2O2 prof: -0.2; Lmaj promast: 3; TNAP inh hiacc: -5; PMI act: 0.9; RAM network inh: 0.9; Hsp70 act: -0.4

Results for Cc1cc(NS(=O)(=O)c2ccc(NC(=O)NC3CCCCC3)cc2)no1 ?
S1P3 antag: 12; Efa HMGR inh: -11; PMI act satM6P: 1; TNAP inh noacc: -11; Redox H2O2 prof: -0.4; Lmaj promast: -4; TNAP inh hiacc: -2; PMI act: 0.9; RAM network inh: 1.0; Hsp70 act: -0.1

What do the screens show for `Cc1ccc(NC(=O)Nc2ccnc(-c3cccnc3)n2)cc1`?
S1P3 antag: -1; PMI act satM6P: 0.8; TNAP inh noacc: 1; Redox H2O2 prof: -1.0; Lmaj promast: 40; TNAP inh hiacc: 0; PMI act: 0.9; RAM network inh: 1.6; Hsp70 act: -0.2

What do the screens show for `Cc1ccsc1/C=C(\C#N)C(=O)NCc1ccco1`?
S1P3 antag: -4; Efa HMGR inh: 0; PMI act satM6P: 1; TNAP inh noacc: -16; Redox H2O2 prof: -0.5; Lmaj promast: -4; TNAP inh hiacc: 2; PMI act: 1; RAM network inh: 4.2; Hsp70 act: -0.5

What do the screens show for `Cc1nn(-c2ccccc2)c2c1/C(=N/O)CC(C)(C)C2`?
S1P3 antag: 14; Efa HMGR inh: -4; PMI act satM6P: 1; TNAP inh noacc: -13; Redox H2O2 prof: 1.7; Lmaj promast: 10; TNAP inh hiacc: -5; PMI act: 1; RAM network inh: 0.9; Hsp70 act: -0.1

Results for Nc1ccn(-c2ncc(C(F)(F)F)cc2Cl)c(=O)n1 ?
S1P3 antag: -10; Efa HMGR inh: -3; PMI act satM6P: 1; TNAP inh noacc: -8; Redox H2O2 prof: -0.5; Lmaj promast: -1; TNAP inh hiacc: 0; PMI act: 1; RAM network inh: 3.0; Hsp70 act: -0.2

How did CC(NC(=S)Nc1ccccc1)C1COc2ccccc2O1 (stereo unspecified) do in these assays?
S1P3 antag: 11; Efa HMGR inh: -2; PMI act satM6P: 1; TNAP inh noacc: -1; Redox H2O2 prof: 0.4; Lmaj promast: 3; TNAP inh hiacc: -4; PMI act: 1; RAM network inh: 2.1; Hsp70 act: -0.3

How did Cc1ccc(-c2ccc(=O)[nH]n2)cc1 do in these assays?
Efa HMGR inh: -5; PMI act satM6P: 1.1; TNAP inh noacc: -13; Redox H2O2 prof: 0.0; Lmaj promast: -7; TNAP inh hiacc: -5; PMI act: 1.1; RAM network inh: 0.8; Hsp70 act: 0.0

How did Cc1c(C(=O)O)[nH]c2ccc([N+](=O)[O-])cc12 do in these assays?
S1P3 antag: -17; Efa HMGR inh: -1; PMI act satM6P: 1.1; TNAP inh noacc: -7; Redox H2O2 prof: -1.6; Lmaj promast: -4; TNAP inh hiacc: -1; PMI act: 1.3; RAM network inh: 0.4; Hsp70 act: -0.2

Results for O=Cc1cccn1Cc1ccc(Cl)cc1Cl ?
Efa HMGR inh: -5; PMI act satM6P: 1; TNAP inh noacc: -14; Redox H2O2 prof: 0.2; Lmaj promast: -8; TNAP inh hiacc: -4; PMI act: 1; RAM network inh: 2.5; Hsp70 act: -0.4

What do the screens show for `CCc1nc(NCCN2CCOCC2)c2oc3ccccc3c2n1`?
S1P3 antag: -11; Efa HMGR inh: -9; PMI act satM6P: 1; TNAP inh noacc: -13; Redox H2O2 prof: -0.4; Lmaj promast: 15; TNAP inh hiacc: -4; PMI act: 0.9; RAM network inh: 0.6; Hsp70 act: -0.2

Results for Cc1nn(Cc2ccc(Cl)cc2Cl)c(C)c1NC(=O)c1sc2ccccc2c1Cl ?
Efa HMGR inh: 3; PMI act satM6P: 1; TNAP inh noacc: -3; Redox H2O2 prof: -2.8; Lmaj promast: -4; TNAP inh hiacc: -1; PMI act: 0.9; RAM network inh: 2.4; Hsp70 act: 0.3

Results for O=C(CSc1ccccc1)Nc1ccncc1 ?
Efa HMGR inh: 2; PMI act satM6P: 0.9; TNAP inh noacc: -9; Redox H2O2 prof: -0.4; Lmaj promast: 0; TNAP inh hiacc: -2; PMI act: 0.8; RAM network inh: 1.3; Hsp70 act: -0.2

Results for COc1ccc(CN2C(=O)CN=C2Nc2ccc(C)cc2C)cc1 ?
Efa HMGR inh: 1; PMI act satM6P: 1.1; TNAP inh noacc: -16; Redox H2O2 prof: -2.6; Lmaj promast: -6; TNAP inh hiacc: -4; PMI act: 0.9; RAM network inh: -0.2; Hsp70 act: -0.1

What do the screens show for `O=C(CCCn1c(=S)[nH]c2ccsc2c1=O)Nc1ccc2c(c1)OCCO2`?
S1P3 antag: -28; Efa HMGR inh: -1; PMI act satM6P: 0.8; TNAP inh noacc: -3; Redox H2O2 prof: -0.3; Lmaj promast: -7; TNAP inh hiacc: -3; PMI act: 0.9; RAM network inh: 1.7; Hsp70 act: -0.2

What do the screens show for `CCOC(=O)c1[nH]nc(C(=O)c2ccc(Br)cc2)c1O`?
S1P3 antag: -12; Efa HMGR inh: 3; PMI act satM6P: 0.9; TNAP inh noacc: 36; Redox H2O2 prof: 2.9; Lmaj promast: -9; TNAP inh hiacc: -5; PMI act: 0.9; RAM network inh: 2.4; Hsp70 act: 0.1

What do the screens show for `O=c1c(-c2ccccc2)c(O)nc(SCCN2CCOCC2)n1-c1ccccc1`?
S1P3 antag: -12; Efa HMGR inh: -1; PMI act satM6P: 1; TNAP inh noacc: -5; Redox H2O2 prof: 0.2; Lmaj promast: -2; TNAP inh hiacc: 2; PMI act: 1; RAM network inh: 0.5; Hsp70 act: -0.4

What do the screens show for `CN(C)S(=O)(=O)c1ccc(Oc2ccccc2)cc1`?
S1P3 antag: -2; Efa HMGR inh: 2; PMI act satM6P: 0.9; TNAP inh noacc: -13; Redox H2O2 prof: 0.5; Lmaj promast: 98*; TNAP inh hiacc: -6; PMI act: 0.9; RAM network inh: -0.3; Hsp70 act: -0.4

How did N#CC1=C(N)C(C#N)(C#N)[C@H](c2ccoc2)[C@H]2CN(Cc3ccccc3)CC=C12 do in these assays?
S1P3 antag: 9; Efa HMGR inh: 3; PMI act satM6P: 1; TNAP inh noacc: -12; Redox H2O2 prof: 2.9; Lmaj promast: 56*; TNAP inh hiacc: 5; PMI act: 0.9; RAM network inh: 0.3; Hsp70 act: 0.1

Results for COc1ccc(-c2noc(CN(C)C3CCOCC3)n2)cc1 ?
S1P3 antag: 1; Efa HMGR inh: -3; PMI act satM6P: 1; TNAP inh noacc: -15; Redox H2O2 prof: -0.3; Lmaj promast: -7; TNAP inh hiacc: -10; PMI act: 1; RAM network inh: 3.5; Hsp70 act: -0.1

Results for O=C(Oc1ccc(Br)cc1C(=S)N1CCCCC1)c1cc([N+](=O)[O-])cc([N+](=O)[O-])c1 ?
Efa HMGR inh: -6; PMI act satM6P: 1.1; TNAP inh noacc: -10; Redox H2O2 prof: -1.8; Lmaj promast: 14; TNAP inh hiacc: -4; PMI act: 0.8; RAM network inh: 4.9; Hsp70 act: 2.0

How did CCC(CC)c1nnc(NC(=O)COc2ccc3c(C)cc(=O)oc3c2)s1 do in these assays?
Efa HMGR inh: 0; PMI act satM6P: 1.1; TNAP inh noacc: 3; Redox H2O2 prof: 2.2; Lmaj promast: -8; TNAP inh hiacc: -1; PMI act: 1.1; RAM network inh: 3.0; Hsp70 act: -0.3

Results for Cc1onc(-c2c(Cl)cccc2Cl)c1C(=O)c1c[nH]c(C(=O)NCC2CCCO2)c1 (stereo unspecified) ?
S1P3 antag: -2; Efa HMGR inh: -8; PMI act satM6P: 1.1; TNAP inh noacc: 0; Redox H2O2 prof: -1.9; Lmaj promast: 4; TNAP inh hiacc: -6; PMI act: 1.1; RAM network inh: 3.3; Hsp70 act: -0.6
